# Screening data (PubChem)
# eIF4E 4G PPI: blocks eIF4E binding to eIF4G | P63073+Q04637 | TR-FRET eIF4E-eIF4GI(517-606) binding, 2 h | inhibition, % at 21.7 µM | 220,000 tested, 0.37% active;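 also: 0% = full FRET control wells and 100% = background wells lacking eIF4GI fragment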
# EBV gp42 block: EBV gp42 inhibition. Fluorescence polarization binding assay, mP read-out. inhibition, % (tested at 21.74 µM). 220,000 tested, 0.42% active; in the data active = inhibition above about 50%
# Target sequence (Q1HVG2 whole entry, looked up): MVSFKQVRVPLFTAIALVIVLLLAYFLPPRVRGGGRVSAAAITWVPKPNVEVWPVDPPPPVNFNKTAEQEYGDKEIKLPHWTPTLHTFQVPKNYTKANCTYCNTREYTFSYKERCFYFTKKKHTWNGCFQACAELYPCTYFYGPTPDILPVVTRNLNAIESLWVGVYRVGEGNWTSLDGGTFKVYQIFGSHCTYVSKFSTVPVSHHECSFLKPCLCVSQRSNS
# hK5 inh: kallikrein 5 (human) inhibition | recombinant hK5, fluorogenic AMC substrate cleavage | inhibition, % at 5 µM | 210,000 tested, 0.59% active;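 active = inhibition of 40% or more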;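 also: 0% = enzyme controls without compound and 100% = no-enzyme blanks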
# NCF1 inh: inhibitors of human p47phox binding; P14598; p47phox/p22phox peptide binding, fluorescence polarization, 2 h; inhibition, % at 24.7 µM; 220,000 tested, 0.53% active; AID 1274;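 also: 0% = p47phox with labelled peptide and 100% = labelled peptide alone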
# Rad51 HR inh: Rad51 (human) homologous recombination inhibition | AID 1385 | inhibition, % at 10 µM | 200,000 tested, 0.085% active | hRad51 DNA strand exchange, fluorescence dequenching;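 active = inhibition above 40% at the single screening dose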;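 also: 0% = DMSO control wells and 100% = blanks with heterologous ssDNA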
# Target sequence (Q06609 whole entry, looked up): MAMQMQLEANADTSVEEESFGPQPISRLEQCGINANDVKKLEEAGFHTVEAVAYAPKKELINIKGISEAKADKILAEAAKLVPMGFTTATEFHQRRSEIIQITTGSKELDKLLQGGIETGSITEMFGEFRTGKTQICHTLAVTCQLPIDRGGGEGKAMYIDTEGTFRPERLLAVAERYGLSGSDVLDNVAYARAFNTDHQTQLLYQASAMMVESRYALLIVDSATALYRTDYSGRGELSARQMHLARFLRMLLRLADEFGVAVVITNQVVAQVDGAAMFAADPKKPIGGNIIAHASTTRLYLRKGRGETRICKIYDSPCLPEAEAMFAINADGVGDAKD
#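 System: hRad51 filaments on single-stranded DNA; reagent: Fluorescein- and BHQ1-tagged 47-mer duplex; compound dosing: one concentration, 10 µM final; timing: filaments 15 min 37 °C, then compound 30 min; measured by: fluorescein emission 520 nm, excitation 485 nm; benchmarks: per-plate controls and blanks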
# Cl transport mod: KCC2 (human) Cl- transport modulation; Q9H2X9; KCC2 cells, thallium flux FluoZin-2 fluorescence; B-score of Tl+ flux slope (higher = more flux/activation; lower = inhibition) at 10 µM; 190,000 tested, 2.2% active; AID 1456;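 active = thallium flux slope and its plate-corrected score both differing from the plate sample mean at a set confidence after two filtering rounds, in either direction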;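 also: slope of fluorescence scaled to starting intensity during 10 to 20 s after thallium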
# Furin inh: blocks human furin protease activity; inhibition, % at 30 µM; purified furin, fluorogenic substrate cleavage; 220,000 tested, 0.061% active; P09958; in the data active = inhibition above about 25%; also: inactives centre near -15
# Thrombin inh: blocks human thrombin protease activity | P00734 | alpha-thrombin, Boc-VPR-AMC fluorogenic substrate cleavage | inhibition, % at 5 µM | 220,000 tested, 0.26% active | AID 1046;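 active = inhibition at or above 40%; inactive = inhibition below 40%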;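 also: 0% = enzyme with no compound and 100% = wells without enzyme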
#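 System: human alpha-thrombin protein; Compound dosing: one concentration per compound, 5 µM, with 0.2% DMSO; Timing: reaction at room temperature; Technique: AMC fluorescence, 355/460 nm; Controls: enzyme without compound as high, wells lacking enzyme as low.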
# 14-3-3 Bad PPI: disrupts binding of bovine 14-3-3 zeta to phospho-Bad peptide. TR-FRET 14-3-3zeta/Dy647-pBad peptide displacement, 1 h. 220,000 tested, 0.71% active. AID 781. inhibition, % at 21.7 µM;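 active = inhibition above about 70%, limit read from the data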;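 also: 0% = full 14-3-3 plus peptide FRET controls and 100% = background without 14-3-3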
# Target sequence (P63103 whole entry, looked up): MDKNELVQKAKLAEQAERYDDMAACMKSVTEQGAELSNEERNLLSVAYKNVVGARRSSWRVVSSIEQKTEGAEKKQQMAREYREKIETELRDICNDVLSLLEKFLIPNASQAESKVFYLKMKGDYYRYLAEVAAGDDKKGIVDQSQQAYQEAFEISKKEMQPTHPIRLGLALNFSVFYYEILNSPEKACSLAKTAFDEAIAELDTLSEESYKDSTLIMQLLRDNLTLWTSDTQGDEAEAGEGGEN
# Numbers without * were called inactive; nt = not tested or not shown; [ ] = dose if it differs, or a comment.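 The calls were made as follows, unless noted: active = inhibition above about 30% (limit read from the data); inactive = the rest.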
SMILES,eIF4E 4G PPI,EBV gp42 block,hK5 inh,NCF1 inh,Rad51 HR inh,Cl transport mod,Furin inh,Thrombin inh,14-3-3 Bad PPI
COc1cc2c(-c3ccccc3O)nc3c(c(C)nn3-c3ccccc3)c2cc1OC,-1,3,-4,2,-10,-0.031,-3,-5,-14
CCC1(C)Cc2c(sc(NC(=S)NC(=O)c3ccccc3)c2C#N)CO1 (stereo not drawn),0,0,-2,-14,-5,1.2,-11,-1,-14
CN(C)CCN(Cc1ccccc1)S(=O)(=O)c1ccc2c(c1)n(C)c(=O)c(=O)n2C,0,-5,14,-11,-19,0.88,7,9,3
CC1(C)CC2c3cccc(C(=O)O)c3C(=O)N2c2c1ccc1ccccc21 (stereo not drawn),2[fluorescence artefact?],-4,-5,0,nt,-1.8,-22,-1,11
CC12CC(NC(=O)N1c1cccc(C(=O)N3CCN(c4ccccc4F)CC3)c1)c1ccccc1O2 (stereo not drawn),-2,-20,3,8,-3,0.044,-2[20 µM],4,-1
CCOC(=O)c1ccc(NC(=S)NN)cc1,0,-30,5,-5,28,1.1,-23,-11,-26
COc1ccc(Nc2nc(N)nc(CSc3nccn3C)n2)cc1,1,-23,2,-4,5,-0.6,-32,-6,-2
COc1cccc(-c2nc(COc3ccc(Cl)cc3Cl)no2)c1,5,-8,-2,-3,-3,0.75,-6,5,5
O=C(Nc1ccc(Cl)cc1)Nc1ccccc1CC[N+](=O)[O-],-1,-5,2,-12,-3,nt,-14,-3,-13
O=C(Nc1ccccc1)C1=C[C@@H](C2CCCCC2)C[C@@H](OCc2ccc(CO)cc2)O1,0,-10,5,-10,6,0.53,-14,3,2
COc1ccc(-n2c(SCC(N)=O)nnc2-c2ccc(NS(=O)(=O)c3ccc(C)cc3)cc2)cc1,13,3,-7,-11,2,-0.39,-17[20 µM],1,-8
CC(C)OC(=O)c1cccc(C(=O)O)n1,-2,-6,-11,4,3,0.37,-22[20 µM],-2,12
Cn1nnnc1SCCNCc1ccc(Cl)cc1,5,-3,-4,-7,1,-0.13,-12[20 µM],0,5
CCCc1nnc(NC(=O)CCN2C(=O)c3ccccc3C2=O)s1,-16,-13,-8,-4,2,-1.5,-11[20 µM],-6,-1
CCc1nc(N(CC)CC)c2oc3ccccc3c2n1,-8,21,-12,1,-7,-2.4,-23,-3,53
Cc1sc(/N=C/c2ccccc2O)c(C#N)c1C,1,-16,-3,-6,nt,nt,-30[20 µM],-7,5
CCOc1ccc(S(=O)(=O)Nc2ccc(S(=O)(=O)N3CCCC3)cc2)cc1,3,12,6,-8,-2,-1.8,2[20 µM],-6,-7
CCN1C(=C(C#N)C#N)C=Cc2ccccc21,3,-10,-17,-11,18,-0.97,-11,0,-1
CCCCn1c(-c2ccccc2)cnc1SCC(=O)NCCc1ccc(OC)c(OC)c1,-1,7,4,-12,-6,-2.2,17[20 µM],-17,-6
Cc1nc2ccc(NC(=O)Cc3c(F)cccc3Cl)cc2s1,7,-24,3,-22,0,0.057,-28,-1,-1
COC(CN(C(=O)CCl)C(C(=O)NC1CCCCC1)c1ccc(C)cc1)OC (stereo not drawn),-1[fluorescence artefact?],-11,-1,-6,18,0.21,-1,-4,3[fluorescence artefact?]
O=C(CSc1ccc2nnc(-c3ccc(F)cc3)n2n1)NCC1CCCO1 (stereo not drawn),nt,nt,-21,nt,3,-0.77,-38,1,nt
Cc1ccc(S(=O)(=O)NN2C(=O)c3ccccc3NC2c2ccccc2)cc1 (stereo not drawn),3,-10,-3,1,5,0.79,-16,-7,-12
CCc1ccccc1NC(=S)N(CCOC)C(C)c1ccco1 (stereo not drawn),-3,-10,-4,-5,29,-1.7,-7,0,-3

# 15 compounds out of the list, ordered by SMILES length, highest first.
SMILES,eIF4E 4G PPI,EBV gp42 block,hK5 inh,NCF1 inh,Rad51 HR inh,Cl transport mod,Furin inh,Thrombin inh,14-3-3 Bad PPI
COc1ccc(-n2c(SCC(N)=O)nnc2-c2ccc(NS(=O)(=O)c3ccc(C)cc3)cc2)cc1,13,3,-7,-11,2,-0.39,-17[20 µM],1,-8
O=C(Nc1ccccc1)C1=C[C@@H](C2CCCCC2)C[C@@H](OCc2ccc(CO)cc2)O1,0,-10,5,-10,6,0.53,-14,3,2
CCOc1ccc(S(=O)(=O)Nc2ccc(S(=O)(=O)N3CCCC3)cc2)cc1,3,12,6,-8,-2,-1.8,2[20 µM],-6,-7
CCCCn1c(-c2ccccc2)cnc1SCC(=O)NCCc1ccc(OC)c(OC)c1,-1,7,4,-12,-6,-2.2,17[20 µM],-17,-6
Cc1ccc(S(=O)(=O)NN2C(=O)c3ccccc3NC2c2ccccc2)cc1 (stereo not drawn),3,-10,-3,1,5,0.79,-16,-7,-12
O=C(CSc1ccc2nnc(-c3ccc(F)cc3)n2n1)NCC1CCCO1 (stereo not drawn),nt,nt,-21,nt,3,-0.77,-38,1,nt
O=C(Nc1ccc(Cl)cc1)Nc1ccccc1CC[N+](=O)[O-],-1,-5,2,-12,-3,nt,-14,-3,-13
CCCc1nnc(NC(=O)CCN2C(=O)c3ccccc3C2=O)s1,-16,-13,-8,-4,2,-1.5,-11[20 µM],-6,-1
COc1cccc(-c2nc(COc3ccc(Cl)cc3Cl)no2)c1,5,-8,-2,-3,-3,0.75,-6,5,5
Cc1nc2ccc(NC(=O)Cc3c(F)cccc3Cl)cc2s1,7,-24,3,-22,0,0.057,-28,-1,-1
CCc1ccccc1NC(=S)N(CCOC)C(C)c1ccco1 (stereo not drawn),-3,-10,-4,-5,29,-1.7,-7,0,-3
CCc1nc(N(CC)CC)c2oc3ccccc3c2n1,-8,21,-12,1,-7,-2.4,-23,-3,53
CCN1C(=C(C#N)C#N)C=Cc2ccccc21,3,-10,-17,-11,18,-0.97,-11,0,-1
CC(C)OC(=O)c1cccc(C(=O)O)n1,-2,-6,-11,4,3,0.37,-22[20 µM],-2,12
Cn1nnnc1SCCNCc1ccc(Cl)cc1,5,-3,-4,-7,1,-0.13,-12[20 µM],0,5

# (cont.)
SMILES,eIF4E 4G PPI,EBV gp42 block,hK5 inh,NCF1 inh,Rad51 HR inh,Cl transport mod,Furin inh,Thrombin inh,14-3-3 Bad PPI
Cc1cccc(C)c1NC(=O)CSc1nnc(-c2ccco2)n1N,-2,-11,-15,-16,-9,0.72,-18,0,-4
Cc1cccc(C)c1Nc1nnc(SCC(=O)NC2CCS(=O)(=O)C2)s1 (stereo not drawn),15[fluorescence artefact?],-2,-10,-8,0,-0.43,-17,-6,-11
Cc1ccsc1C1C2=C(CC(C)(C)CC2=O)Nc2ncnn21 (stereo not drawn),2,-8,-27,-24,2,nt,-16,-6,2
COC(=O)[C@@]1(C)CC[C@]2(C)CC[C@@]3(C)C(=CC(=O)C4[C@@]5(C)CC[C@H](O)C(C)(C)[C@@H]5CC[C@]43C)[C@H]2C1 (stereo partly drawn),3,-6,-1,11,-6,-0.13,-21,-5,6
O=C(CCS(=O)(=O)c1ccc(Br)s1)NC1CCCC1,2[fluorescence artefact?],-7,16,-2,-3,nt,-12[20 µM],-2,-3[fluorescence artefact?]
Cc1ccc(-c2nnc(N3CC(C)OC(C)C3)c3ccccc23)cc1 (stereo not drawn),-3,5,0,3,7,-2.7,-17,-24,75*
NC(=O)CC(NC(=O)c1ccccc1)c1ccc(NCc2ccccc2)c([N+](=O)[O-])c1 (stereo not drawn),-4,-15,-1,-10,2,-2.6,-20,-3,-5
CC(C)CC1NC(=O)N(CC(=O)Nc2ccc3c(c2)CCC3)C1=O (stereo not drawn),0,-17,-4,-12,-1,0.2,-32,-30,-5
O=C(NCc1ccco1)C1CCC(N2C(=O)C3C4CCC(C4)C3C2=O)CC1 (stereo not drawn),-2,-25,12,-9,8,-0.0045,-17,-4,-8
Cc1nc(C(=O)NC2CCCCC2)sc1C1(C)CC(c2cccc([N+](=O)[O-])c2)=NO1 (stereo not drawn),-9,-1,0,-3,8,0.79,-20,-5,-1
Cc1cc(C(=O)N(C2CCCCC2)C2CCCCC2)no1,3[fluorescence artefact?],-22,-18,-4,0,1.1,-17,2,-4
O=S(=O)(c1ccc(F)cc1)N1CCCC(CO)C1 (stereo not drawn),2,-9,-7,-8,nt,-0.71,-14,3,-12
Cc1ccc(C=Nc2cccnc2N)cc1,3[fluorescence artefact?],4,30,-3,16,0.84,-10,12,-5
CCn1nc(C(=O)OCC(=O)c2ccc3c(c2)OCCO3)c2ccccc2c1=O,4,-12,0,-24,2,nt,-24,2,-1
CN(C[C@H](Cc1ccccc1)N(C[C@@H](CC1CCCCC1)N(CCc1ccccc1)N=O)N=O)N=O,1,-5,-5,3,-4,0.036,-15,-6,3
Cc1ccc(-c2nc(Nc3ccc(N4CCOCC4)cc3)c3ccccc3n2)cc1,9,-15,3,-22,nt,-0.11,-24,-5,1
COc1nc(C)c2cc(C)oc2n1,-3,-12,-8,-8,16,-0.17,-31,-2,-5[fluorescence artefact?]
Cc1cc2c(sc3ccccc32)c(C)n1,3,-12,1,4,nt,-1.1,-15,-9,10
Cc1ccc(C)c(C(=O)CN2C(=O)CCC2=O)c1,-8[fluorescence artefact?],-24,-3,-13,4,nt,-28,4,-11
Cc1ncoc1C(=O)Nc1ncc([N+](=O)[O-])s1,1,-11,2,-9,-3,0.11,1,11,9
COc1ccc(S(=O)(=O)Cc2ccc(C(=O)N3CCN(c4ccc(Cl)cc4)CC3)o2)cc1,4,-7,-5,-8,3,nt,-22,-2,-1
COc1ccc(S(=O)(=O)Nc2nc3ccccc3nc2Nc2ccc3c(c2)OCO3)cc1,3,-28,-9,0,-30,1.7,-24,2,1
COc1ccc(CNC(=O)c2cccc(NC(=O)c3ccccc3)c2)cc1,-4,-6,3,-7,8,-0.18,-14,-5,-3
O=C(O/N=C1/CCCc2occc21)c1ccc(F)cc1,1,4,7,-5,5,nt,-9,2,21
CN(CCOc1ccc(-c2ccn(S(=O)(=O)c3c(Cl)cccc3Cl)n2)cc1)c1ccccn1,6,-11,-20,-29,5,nt,-10,-1,4
O=[N+]([O-])c1ccc(O)c(C=Nc2ccc3c(c2)OCO3)c1,4,-16,-1,-20,-6,-0.44,-21,-1,11
Cc1cc2c(c(=O)n1Cc1ccccn1)C(C(C)C)C(C#N)=C(N)O2 (stereo not drawn),8,-1,-2,-10,1,nt,-10,-2,-9
Cc1ccc(CNC(=O)c2ccc(NC(=O)CCS(=O)(=O)c3cccs3)cc2)cc1,-3,7,-11,-6,-2,nt,-25[20 µM],-4,-1
Cc1ccc(C(=O)N/C(=C\c2ccco2)C(=O)NCc2cccnc2)cc1,5,-1,-17,3,-13,-0.0038,-1,-7,-21
Clc1ccc(-n2nnnc2-c2ccno2)cc1,1,7,5,5,-21,0.39,-10,-1,6
Cn1c(SCC(=O)N2CCc3ccccc3C2)nnc1-c1cccs1,-5,-19,43*,3,-12,-1.2,-10[20 µM],18,2
